Screens deposited in PubChem by National Center for Advancing Translational Sciences (NCATS).
TRHR PAM: qHTS for Small Molecule Agonists and Allosteric Enhancers of Human TRH Receptor: Primary Screen for Enhancers; TRHR cells, fluo-8 calcium fluorescence, EC20 TRH enhancement; 360,000 tested, 0.66% active; enhancement, % at 2 µM; in the data active = enhancement above about 30%; note: 0% is about no effect
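Enhancer read-out: after compound pinning and an initial kinetic agonist-mode read, an EC20 of TRH (10 nM final) was injected and fluo-8 calcium signal (Ex 480/Em 530) followed at 1 s/cycle for 100 cycles in TRHR-expressing cells.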
TrxR1 substrate: qHTS Assay for Substrates of Mammalian Selenoprotein Thioredoxin Reductase 1 (TrxR1): qHTS. Potency, µM (top dose mostly 114 µM), inactives show top-dose activity change, negative = substrate turnover. 390,000 tested, 0.01% active. Thioredoxin reductase 1, cytoplasmic (Rattus norvegicus), O89049. purified TrxR1 substrate turnover, NADPH consumption readout; note: potency is the fitted concentration of half-maximal effect; % is set by controls: 0 for no effect and ±100 for the full control effect; nearly all actives have a fitted effect of over 50% in size
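Rat TrxR1, dispensed at 90 nM, was prereduced with 400 uM NADPH (final) for 5 min at ~22 deg C, then incubated with compound 15 min before 400 uM selenite. A first-read NADPH fluorescence drop versus no-compound background flagged substrates.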
USP1 inh: Inhibitors of USP1/UAF1: Primary Screen; Ubiquitin carboxyl-terminal hydrolase 1 (Homo sapiens), O94782; Potency, µM (highest dose often 57.1 µM), without a hit: at the highest dose activity change, negative = inhibition, actives largely listed as inhibitors; 390,000 tested, 0.23% active; recombinant USP1/UAF1, Ub-Rhodamine cleavage fluorescence; note: potency is the fitted concentration of half-maximal effect; % is set by controls: 0 for no effect and ±100 for the full control effect; nearly all actives have a fitted effect of over 60% in size; inactives centre near -12
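In this screen, compounds sit with the deubiquitinase complex (1nM) for 15 min at room temperature before Ub-Rho is added at 150nM final. Fluorescence rise is then followed for 6 reads every 60 seconds.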
mIDH1 inhibitor: qHTS for Inhibitors of mutant isocitrate dehydrogenase 1 (IDH1): qHTS; IDH1-R132H enzyme, NADPH consumption, diaphorase/resazurin fluorescence; Potency, µM (series often up to 76.6 µM), for inactives: top-dose activity change, negative = inhibition, actives largely listed as inhibitors; Isocitrate dehydrogenase [NADP] cytoplasmic (Homo sapiens), O75874; 390,000 tested, 0.093% active; AID 602179, 2012; note: potency is the fitted concentration of half-maximal effect; % is set by controls: 0 for no effect and ±100 for the full control effect; nearly all actives have a fitted effect of over 65% in size
Target sequence (O75874 whole entry R132H, stated change not applied): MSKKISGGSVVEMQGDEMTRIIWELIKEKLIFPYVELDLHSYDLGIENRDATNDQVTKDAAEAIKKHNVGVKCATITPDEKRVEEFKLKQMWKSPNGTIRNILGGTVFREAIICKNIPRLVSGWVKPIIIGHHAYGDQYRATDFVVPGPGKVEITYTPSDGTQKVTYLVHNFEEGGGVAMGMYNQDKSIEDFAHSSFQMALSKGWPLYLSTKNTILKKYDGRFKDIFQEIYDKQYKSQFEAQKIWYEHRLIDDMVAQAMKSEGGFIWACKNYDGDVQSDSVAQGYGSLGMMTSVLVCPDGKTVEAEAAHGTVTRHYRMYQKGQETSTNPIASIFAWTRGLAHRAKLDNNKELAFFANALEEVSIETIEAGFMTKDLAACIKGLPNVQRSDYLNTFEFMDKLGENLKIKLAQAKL
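IDH1-R132H (0.5 ug/mL dispensed) in pH 7.5 Tris buffer was preincubated 30 min with compound, then given a substrate mix of 0.016 mM NADPH and 2 mM alpha-KG for 80 min at room temperature; remaining NADPH was read by diaphorase/resazurin fluorescence.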
rTrxR1 inhibitor: qHTS Assay for Inhibitors of Mammalian Selenoprotein Thioredoxin Reductase 1 (TrxR1): qHTS | Thioredoxin reductase 1, cytoplasmic (Rattus norvegicus), O89049 | recombinant rTrxR1, NADPH fluorescence consumption, selenite substrate | Potency, µM (series often up to 114 µM), without a hit: at the top dose activity change, negative = inhibition, most hits filed as inhibitors | 390,000 tested, 1% active; note: potency is the fitted concentration of half-maximal effect; % is set by controls: 0 for no effect and ±100 for the full control effect; nearly all actives have a fitted effect of over 65% in size
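Rat TrxR1 (90 nM in the dispensed reagent) was pre-reduced with 400 uM NADPH for 5 min at room temperature, then incubated with compound for 15 min. After 400 uM selenite was added, NADPH fluorescence (Ex 340/Em 450 nm) was followed for 8 min.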
D2 agonist: HTS Assay for Allosteric Agonists of the Human D2 Dopamine Receptor: Primary Screen for Agonists. D(2) dopamine receptor (Homo sapiens), P14416. HEK293 T-REx D2 cells, calcium flux agonist mode. activation, % at 2 µM. 340,000 tested, 0.53% active. AID 485358, 2010;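 active = activation over 3 SD above normal in the single-dose calcium agonist read, cut at about 30% in these data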; note: 0% is about no effect
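Agonism is scored from calcium flux in a force-coupled, inducible HEK293 cell line expressing D2, read kinetically for 180 s after compound addition against dopamine controls.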
PI4K2A inh: qHTS for small molecular inhibitors of PI4K2A; Phosphatidylinositol 4-kinase type 2-alpha (Homo sapiens), Q9BTU6; purified PI4K2A, ADP-Glo luminescence, 1 h; stronger effect = lower value; activity change, negative = inhibition, % at 76.9 µM; 420,000 tested, 0.13% active; AID 1346378, 2018; in the data active = activity change below about -50%; inconclusive = mostly about -30% to -49%;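 note: -100% = wells without enzyme as full effect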
Target sequence (Q9BTU6 whole entry, looked up): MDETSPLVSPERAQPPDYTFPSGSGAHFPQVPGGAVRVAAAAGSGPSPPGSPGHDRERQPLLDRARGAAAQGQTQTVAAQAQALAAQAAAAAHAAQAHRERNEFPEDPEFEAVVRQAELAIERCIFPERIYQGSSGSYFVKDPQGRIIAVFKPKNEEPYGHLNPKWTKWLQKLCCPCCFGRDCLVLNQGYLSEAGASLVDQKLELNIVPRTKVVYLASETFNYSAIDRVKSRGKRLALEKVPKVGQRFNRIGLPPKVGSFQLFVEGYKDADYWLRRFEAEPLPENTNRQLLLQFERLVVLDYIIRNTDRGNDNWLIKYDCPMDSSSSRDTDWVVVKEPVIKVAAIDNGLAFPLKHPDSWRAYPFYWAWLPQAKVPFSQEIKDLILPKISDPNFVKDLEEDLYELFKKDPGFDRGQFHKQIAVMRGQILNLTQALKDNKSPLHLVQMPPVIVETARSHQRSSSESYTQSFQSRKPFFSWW
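ADP-Glo luminescence measured ADP generated by PI4K2A enzyme (4 ug/mL before mixing) with 1.2 mM PI substrate (pre-mix) and 300 microM ATP (pre-mix). Tris pH7.5 buffer with MgCl2, Triton X-100; 1 h reaction at ambient temperature.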
D2 antag: HTS Assay for Allosteric Antagonists of the Human D2 Dopamine Receptor: Primary Screen for Antagonists | 340,000 tested, 2% active | HEK293 TREx D2 cells, calcium flux, dopamine EC80 | inhibition, % at 10 µM; in the data active = inhibition above about 30%; note: 0% is about no effect
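Calcium mobilization kinetics were recorded at 1 s intervals in tetracycline-induced HEK293 T-REx D2 cells, first for 180 s after compound addition and then 180 s after EC80 dopamine.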
TRHR ag: qHTS for Small Molecule Agonists and Allosteric Enhancers of Human TRH Receptor: Primary Screen for Agonists | 360,000 tested, 0.18% active | activation, % at 2 µM | Thyrotropin-releasing hormone receptor (Homo sapiens), P34981 | TRHR cells, calcium flux fluo-8, FDSS agonist mode; in the data active = activation above about 30%; note: 0% is about no effect
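Steps: seed TRHR cells overnight; add fluo-8 no-wash Ca dye, RT 30 min–1.5 h; record 10 s baseline; pin-transfer compounds; monitor fluorescence 1 cycle/s for the agonist window. Calcium increases flag candidate agonists.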
* hit, by the source's call; [ ] = another dose, or the depositor's remark. Unless noted, calls come from the whole dose curve; as a rule, active = well fitted inhibition curve with a large enough effect; inconclusive = small, poorly fitted or top-dose-only effect; inactive = no such curve, though single readings can be large or run the other way. Rows are unselected; about 3.9% have a hit in one of these screens.

What do the screens show for `COc1cccc(/C=C/c2ccc3ccccc3n2)c1OC(C)=O`?
TRHR PAM: 8; TrxR1 substrate: 6%[57.1 µM]; USP1 inh: inconclusive; mIDH1 inhibitor: 18%; rTrxR1 inhibitor: -6%[57.1 µM]; D2 agonist: 0.7; PI4K2A inh: 3; D2 antag: -17; TRHR ag: -0.6

What do the screens show for `CCOC(=O)N1CCN(C(=O)C2CCN(Cc3ccc(O)c(OCC)c3)CC2)CC1`?
TRHR PAM: -3; TrxR1 substrate: -2%; USP1 inh: -9%; mIDH1 inhibitor: -9%; rTrxR1 inhibitor: -25%; D2 agonist: 0.9; PI4K2A inh: 1; D2 antag: -1; TRHR ag: 0.4

What do the screens show for `CCN(CC)c1ccc(O)c(C=Nc2ccc(C)c(C)c2)c1`?
TRHR PAM: 3; TrxR1 substrate: -2%[57.1 µM]; USP1 inh: -24%; mIDH1 inhibitor: 14%; rTrxR1 inhibitor: -1%[57.1 µM]; D2 agonist: 1.1; PI4K2A inh: -2; D2 antag: -2; TRHR ag: -0.3

Results for CC1CCN(CC2C(=O)O[C@@H]3C[C@@]4(C)CCC[C@H](C)C4=C[C@H]23)CC(C)(C)C1 (some centres undefined) ?
TRHR PAM: 0; TrxR1 substrate: -8%; USP1 inh: -2%; mIDH1 inhibitor: 14%; rTrxR1 inhibitor: -13%; PI4K2A inh: -5; TRHR ag: 0.2

Results for CCOC(=O)c1ccc2c(c1)n(CC)c(/C=C/Nc1ccccc1)[n+]2CC ?
TRHR PAM: -5; TrxR1 substrate: -15%; USP1 inh: -11%; mIDH1 inhibitor: 0%; rTrxR1 inhibitor: -3%; D2 agonist: 0.0; PI4K2A inh: 0; D2 antag: -7; TRHR ag: -0.8

Results for COc1ccccc1NC(=O)CCN1CCCCC1 ?
TRHR PAM: 18; TrxR1 substrate: 6%; USP1 inh: 0%; mIDH1 inhibitor: -3%; rTrxR1 inhibitor: 10%; D2 agonist: -0.4; PI4K2A inh: -6; TRHR ag: -0.2

How did Cc1ccc(NC(=O)c2cc(-c3ccc(C)c(C)c3O)n[nH]2)cc1C do in these assays?
TRHR PAM: 6; TrxR1 substrate: 11%[57.1 µM]; USP1 inh: -6%; mIDH1 inhibitor: 0%; rTrxR1 inhibitor: 13%[57.1 µM]; D2 agonist: -0.8; PI4K2A inh: -4; D2 antag: -27; TRHR ag: 0.4

How did O=C(CNS(=O)(=O)c1ccc(Br)cc1)N1CCN(c2ccc(F)cc2)CC1 do in these assays?
TRHR PAM: -6; TrxR1 substrate: -6%; USP1 inh: -1%; mIDH1 inhibitor: 1%; rTrxR1 inhibitor: -19%; D2 agonist: 1.2; PI4K2A inh: 7; D2 antag: -4; TRHR ag: -0.6

What do the screens show for `CN1CCC(Oc2ccccc2Sc2ccc(C(F)(F)F)cc2)CC1`?
TRHR PAM: 4; TrxR1 substrate: 3%; USP1 inh: -19%; mIDH1 inhibitor: 8%; rTrxR1 inhibitor: 40%[activator]; D2 agonist: 4.4; PI4K2A inh: 9; D2 antag: -9; TRHR ag: 13

Results for COc1ccc(N(CC(=O)NC(C)C)C(=O)CCC(=O)Nc2ccccn2)cc1 ?
TRHR PAM: -2; TrxR1 substrate: -3%[57.1 µM]; USP1 inh: -20%; mIDH1 inhibitor: 9%; rTrxR1 inhibitor: 14%[57.1 µM]; D2 agonist: -1.2; PI4K2A inh: -2; D2 antag: -2; TRHR ag: -1.8

Results for O=C(NCCNC(=O)Oc1cccc2ccccc12)Oc1cccc2ccccc12 ?
TrxR1 substrate: -9%; USP1 inh: inconclusive; mIDH1 inhibitor: 0%; rTrxR1 inhibitor: -2%[57.1 µM]; PI4K2A inh: -1

What do the screens show for `Cc1cc(OCC(=O)N2CCOCC2)ccc1[N+](=O)[O-]`?
TRHR PAM: -5; TrxR1 substrate: -10%; USP1 inh: -21%; mIDH1 inhibitor: -7%; rTrxR1 inhibitor: -5%; D2 agonist: -0.5; PI4K2A inh: 0; D2 antag: 3; TRHR ag: -0.6

What do the screens show for `O=C(c1ccco1)N1CCN(C(=O)C2c3ccccc3Oc3ccccc32)CC1`?
TRHR PAM: -6; TrxR1 substrate: 3%; USP1 inh: -6%; mIDH1 inhibitor: -2%; rTrxR1 inhibitor: 3%; D2 agonist: -0.2; PI4K2A inh: 0; D2 antag: 2; TRHR ag: 0.3

Results for O=C(Nc1ccc2c(c1)OCCO2)c1ccc(Br)s1 ?
TRHR PAM: 0; TrxR1 substrate: -6%; USP1 inh: -5%; mIDH1 inhibitor: 11%; rTrxR1 inhibitor: 2%; D2 agonist: -0.5; PI4K2A inh: 1; D2 antag: 1; TRHR ag: -0.7

Results for C(=N\N1CCN(Cc2ccccc2)CC1)/c1ccccc1 ?
TRHR PAM: 4; TrxR1 substrate: 3%; USP1 inh: -26%; mIDH1 inhibitor: -1%; rTrxR1 inhibitor: 13%; D2 agonist: -0.6; PI4K2A inh: -17; D2 antag: -14; TRHR ag: -0.1

How did CCCCn1c(N)c(N(CC(C)C)C(=O)C2CCN(S(=O)(=O)c3ccc(F)cc3)CC2)c(=O)[nH]c1=O do in these assays?
TRHR PAM: -10; TrxR1 substrate: -4%; USP1 inh: -18%; mIDH1 inhibitor: 4%; rTrxR1 inhibitor: -2%; D2 agonist: 0.9; PI4K2A inh: 1; D2 antag: 5; TRHR ag: 1.0

How did O=C(COC(=O)c1ccccc1Cl)NC(=O)NCc1ccccc1 do in these assays?
TRHR PAM: 1; TrxR1 substrate: 6%; USP1 inh: -10%; mIDH1 inhibitor: 0%; rTrxR1 inhibitor: 14%; D2 agonist: -0.7; PI4K2A inh: -4; D2 antag: -9; TRHR ag: -0.4

Results for Cc1ccc(-c2nc(C#N)c(NCCc3ccccn3)o2)cc1 ?
TRHR PAM: -1; TrxR1 substrate: 3%; USP1 inh: -24%; mIDH1 inhibitor: -3%; rTrxR1 inhibitor: -5%; D2 agonist: -0.4; PI4K2A inh: -1; D2 antag: 14; TRHR ag: -0.3

Results for CC[N+](CC)(CC)C/C(N)=N/O ?
TRHR PAM: 0; TrxR1 substrate: 2%; USP1 inh: -14%; mIDH1 inhibitor: 3%; rTrxR1 inhibitor: 11%; D2 agonist: -0.1; PI4K2A inh: 5; D2 antag: 16; TRHR ag: -0.1

What do the screens show for `CC1(c2nnc(-c3ccccc3)o2)CC(c2cccnc2)=NO1` (centres undefined)?
TRHR PAM: -2; TrxR1 substrate: 14%[57.1 µM]; USP1 inh: 22%; mIDH1 inhibitor: -4%; rTrxR1 inhibitor: 1%[57.1 µM]; D2 agonist: 0.1; PI4K2A inh: -1; D2 antag: -17; TRHR ag: -0.2

What do the screens show for `CC(=O)Nc1ccc(C(=O)OC2CCOC2=O)cc1` (centres undefined)?
TRHR PAM: 6; TrxR1 substrate: 5%; USP1 inh: -25%; mIDH1 inhibitor: 7%; rTrxR1 inhibitor: 15%; D2 agonist: -0.1; PI4K2A inh: 0; D2 antag: -4; TRHR ag: 0.5

Results for Cc1cc(Cl)ccc1OC(C)C(=O)OCC(=O)Nc1ccc2[nH]c(=O)[nH]c2c1 (centres undefined) ?
TRHR PAM: 9; TrxR1 substrate: 1%; USP1 inh: -25%; mIDH1 inhibitor: 18%; rTrxR1 inhibitor: 11%; D2 agonist: 0.1; PI4K2A inh: 4; D2 antag: -11; TRHR ag: -2.7

Results for CCN(CC)S(=O)(=O)c1ccc(C(=O)NCc2nnc(SCC(=O)OC)n2C)cc1 ?
TRHR PAM: 2; TrxR1 substrate: -5%; USP1 inh: -13%; mIDH1 inhibitor: -3%; rTrxR1 inhibitor: 10%; D2 agonist: 0.7; PI4K2A inh: 0; D2 antag: 15; TRHR ag: 2.1

How did COC(=O)CSc1c(-c2ccccc2)c2cc(Cl)ccc2[nH]c1=O do in these assays?
TRHR PAM: 0; TrxR1 substrate: -5%; USP1 inh: -16%; mIDH1 inhibitor: 11%; rTrxR1 inhibitor: -9%; D2 agonist: 0.9; PI4K2A inh: -2; D2 antag: 5; TRHR ag: -0.3

How did CCc1cc2cc(C)cc(C)c2[nH]c1=S do in these assays?
TRHR PAM: 2; TrxR1 substrate: -9%; USP1 inh: -15%; mIDH1 inhibitor: 6%; rTrxR1 inhibitor: -27%; D2 agonist: -0.2; PI4K2A inh: 6; D2 antag: -19; TRHR ag: 0.3

Of the compounds above, these have bromine.
How did O=C(CNS(=O)(=O)c1ccc(Br)cc1)N1CCN(c2ccc(F)cc2)CC1 do in these assays?
TRHR PAM: -6; TrxR1 substrate: -6%; USP1 inh: -1%; mIDH1 inhibitor: 1%; rTrxR1 inhibitor: -19%; D2 agonist: 1.2; PI4K2A inh: 7; D2 antag: -4; TRHR ag: -0.6

Results for O=C(Nc1ccc2c(c1)OCCO2)c1ccc(Br)s1 ?
TRHR PAM: 0; TrxR1 substrate: -6%; USP1 inh: -5%; mIDH1 inhibitor: 11%; rTrxR1 inhibitor: 2%; D2 agonist: -0.5; PI4K2A inh: 1; D2 antag: 1; TRHR ag: -0.7
